Source: PubChem BioAssay (National Center for Advancing Translational Sciences (NCATS))
GAA glycogen mod: alters human alpha-glucosidase cleavage of glycogen. P10253. recombinant GAA, glycogen substrate, Amplex Red glucose oxidase fluorescence. Potency, µM (doses to about 76.4 µM), for inactives: at the top dose activity change, negative = inhibition, actives largely listed as inhibitors. 0.38% of 300,000 active; active means well fitted inhibition curve with a large enough effect; inconclusive means small, poorly fitted or top-dose-only effect, or another doubt; inactive means no such curve, though single readings can be large or run the other way;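 further: 0% = full enzyme reaction and -100% = no-enzyme basal signal; the screen sought inhibitors and activators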
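Recombinant human enzyme (4 nM); glycogen substrate; 37 C, 40 min, pH 5.0. Readout: coupled glucose oxidase/Amplex Red fluorescence.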
Lamin A splicing: changes lamin A minigene splicing in HeLa cells; 0.01% of 200,000 active; HeLa LMNA splicing GFP/RFP minigene ratio, 48 h; AID 1487; Potency, µM (highest dose often 46.1 µM), for inactives: top-dose ratio change, negative = inhibition, hits mostly inhibitors; active means well fitted inhibition curve with a large enough effect in the signal ratio, with a control signal flat, not every such curve was filed as active; inconclusive means small, poorly fitted or top-dose-only effect, or effect the other way, or a change in a side signal; the % refers to the signal ratio
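S3 HeLa cells stably expressing lamin A-EGFP splicing minigene plus DsRed2, 600 cells/well, 48 h compound exposure at 37C. Laser-scanning cytometry; analysed as GFP (500-530 nm)/RFP (575-640 nm) total intensity ratio; 0.5% DMSO vehicle.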
* marks the source's active call; other numbers are inactive results; ? = inconclusive; . = no result given; & = joins results of further samples; [ ] = dose if it differs, or a comment. Unless noted, on the % scale 0 is the no-effect control and ±100 the full control effect; potency means the concentration at half of the fitted maximal effect.

SMILES	GAA glycogen mod	Lamin A splicing
CC(C)(C)c1ccc2c(c1)N(CC(=O)NCCCN1CCN(c3ccccc3F)CC1)C(=O)CO2	.	?
Cc1nc(-c2ccc(Cl)cc2)sc1CCNC(=O)Cc1ccc(F)cc1	.	13.7%[46 µM]
O=C(CCSCc1ccccc1Cl)N1CCN(c2ccc(F)cc2)CC1	.	0.6%[46 µM]
Cc1cc(C)cc(N2C(=O)CS(=O)(=O)C23C(=O)N(C)c2ccccc23)c1 (stereo not given)	.	?
COc1cc(-c2noc(CSc3nc(-c4ccc(F)cc4)cc(=O)[nH]3)n2)cc(OC)c1OC	.	1.9%[46 µM]
Cc1ccc(-n2ncc(C(=O)NCCN3CCc4ccccc4C3)c2C2CCNCC2)cc1C	.	10.6%[46 µM]
O=S(=O)(NCc1ccc(F)cc1)c1ccc(-c2cnc(C3CC3)o2)cc1	.	-11.9%[46 µM]
COC(=O)c1ccc(Cl)cc1NC(=O)N(C)CCc1c(C)nn(C)c1C	.	-11.2%[46 µM]
CC(=O)c1cccc(Nc2c3c(nc4nc(-c5cccs5)nn24)CCCC3)c1	.	-19.2%[46 µM]
COCCn1c(C)cc(O)c(C(c2ccccc2)N2CCN(c3ccccc3)CC2)c1=O (stereo not given)	.	-2.5%[46 µM]
Cc1cccc(C)c1NC(=O)Cn1c(=O)cc(C)c2c(C)nn(-c3cccc(Cl)c3C)c21	.	1.5%[46 µM]
COc1ccccc1CNC(=O)CCn1cnc2ccccc2c1=O	.	-1.9%[46 µM]
COc1ccc(CC(=O)NCc2nc3cccnc3n2Cc2ccc(C)cc2)cc1OC	.	-3.3%[46 µM]
COc1ccc(NC(=O)c2cc(C)nc3c2c(C)nn3-c2ccc(C)cc2)cc1OC	.	5.3%[46 µM]
COc1ccccc1CNC(=O)CCC1N=C2c3ccccc3N=C(SCc3ccc(C)cc3)N2C1=O (stereo not given)	.	?
COc1cc(Nc2nc(SCC(=O)c3ccc(Cl)c(Cl)c3)nc3ccccc23)cc(OC)c1	.	-6.6%[46 µM]
CCOC(=O)CC(=O)CSc1nc2ccsc2c(=O)n1Cc1ccccc1	.	?
CC(=O)c1ccc(NC(=O)CSc2nnc3ccc(-c4ccc(Br)cc4)nn23)cc1	.	6.2%[46 µM]
CCC(Sc1nnc(-c2ccc(OC)cc2)c(-c2ccc(OC)cc2)n1)C(=O)Nc1cccc(OC)c1 (stereo not given)	.	-1.9%[46 µM]
CC1=Nc2cc(C(=O)NC3CCC(C)CC3)ccc2Sc2c(C)ccc(C)c21 (stereo not given)	3.9%[76.3 µM]	.
O=C(NCCc1ccccc1)c1ccc2c(c1)N(Cc1ccc(F)cc1Cl)C(=O)CS2	-8.0%[76.3 µM]	.
COc1ccc2c(C)cc(SCC(=O)Nc3nsc(-c4ccc(C(C)(C)C)cc4)n3)nc2c1	-4.6%[76.3 µM]	.
CCCN(CCC)CCCNC(=O)C1CCN(c2nc3ccc(CC)cc3s2)CC1	3.3%[76.3 µM]	.
Cc1ccc2nc(NC(=O)CN3CCN(c4ccccn4)CC3)sc2c1	-2.1%	.
O=C(NCCC1CCCC1)C1CCC(=O)N(CCCN2CCCC2=O)C1 (stereo not given)	26.5%[76.3 µM]	.
O=C(CCCN1C(=O)/C(=C\c2ccco2)SC1=S)Nc1ccc(O)cc1C(=O)O	-29.2%[76.3 µM]	.
COc1cccc(N(CC(=O)NCCSCc2ccc(Cl)cc2)S(C)(=O)=O)c1	-3.7%[76.3 µM]	.
Cc1ccc(NC(=O)Cn2c(=O)n(CCCCCC(=O)NCc3ccc(F)cc3)c(=O)c3sccc32)cc1C	12.4%[76.3 µM]	.
O=C(c1ccccc1)C1CCN(C(=O)C2CCC(=O)N(Cc3cccc(F)c3)C2)CC1 (stereo not given)	-4.9%[76.3 µM]	.
COc1ccccc1CNC(=O)CCCCn1c(=O)c2ccccc2n(Cc2ccccc2C)c1=O	0.8%[76.3 µM]	.

Compound profiles (already shown). Order of values: GAA glycogen mod | Lamin A splicing
O=C(CCSCc1ccccc1Cl)N1CCN(c2ccc(F)cc2)CC1 is entered as . | 0.6%[46 µM]
COCCn1c(C)cc(O)c(C(c2ccccc2)N2CCN(c3ccccc3)CC2)c1=O (stereo not given) is entered as . | -2.5%[46 µM]

Going on with the list.
SMILES	GAA glycogen mod	Lamin A splicing
COc1ccc(-c2cc(C(=O)NCCN3CCOCC3)no2)cc1OC	-1.4%	.
O=C(NCc1ccc(F)cc1)c1cnccn1	-4.3%[76.3 µM]	.
COc1cc(OC)c(OC)cc1CNCc1ccc2c(c1)OCO2	-0.7%[76.3 µM]	.
CCOc1ccccc1NC(=O)C1CCN(S(C)(=O)=O)CC1	-6.2%[76.3 µM]	.
O=C(CSCc1ccccc1)Nc1ccccc1	-2.7%	.
Cc1cc(C)cc(NC2=CC(c3cccc(F)c3)N(c3cc(C)cc(C)c3)C2=O)c1 (stereo not given)	14.2%[76.3 µM]	.
Cc1ccc(NC(=O)NCc2ccccn2)cc1Cl	2.3%[76.3 µM]	.
CC1CN(C(=O)CCC(=O)NCc2cccs2)c2cc(Cl)ccc2O1 (stereo not given)	17.1%[76.3 µM]	.
O=C(Nc1cccc(F)c1)c1cccc2c1C(=O)N(C1CCCCC1)C2	0.4%&0.3%[76.3 µM]	.
COc1ccc(Cl)cc1N(CC(=O)NCCSCc1ccccc1)S(C)(=O)=O	-3.4%[76.3 µM]	.
Cn1c(=O)n(CCCO)c(=O)c2c1nc1n2CCCN1Cc1ccccc1	-0.5%[76.3 µM]	.
CCOC(=O)CN1C(=O)CSc2ccc(S(=O)(=O)N3CCOCC3)cc21	-4.6%[76.3 µM]	.
CCC(=O)Nc1ccc2c(c1)nc(CCN1CCCCC1)n2C	5.3%	.
O=C(NC(=S)Nc1ccccc1N1CCCCC1)c1ccc(F)cc1	-17.2%[76.3 µM]	.
Cc1nc2ccccc2c(=O)n1NC(=O)c1c(F)cccc1F	0.0%	.
CCCCn1c(=NC(=O)C(C)(C)Oc2ccc(Cl)cc2)c(C(=O)OCC)cc2c(=O)n3ccccc3nc21	-2.0%[76.3 µM]	.
Cn1c2ccccc2c2cc(/C=N/NC(=O)c3cc(O)ccc3O)ccc21	2.6%[76.3 µM]	.
CC1CCCCN1C(=O)c1cc2ccccc2cc1O (stereo not given)	1.5%[76.3 µM]	.
CN1/C(=C/c2cccc[n+]2C)Sc2ccccc21	-2.6%	.
O=c1c2cc3c(cc2nc2sc(Nc4ccc(F)cc4F)nn12)OCO3	-6.0%[76.3 µM]	.
C/C(=N\NC(=O)c1ccco1)c1cc(Cl)sc1Cl	-1.2%[76.3 µM]	.
CCC(C)NC(=O)C(Cc1ccccc1)NS(=O)(=O)c1ccc2c(c1)oc(=O)n2C (stereo not given)	0.0%[76.3 µM]	.
Cc1c2cnn(CC(=O)NCc3ccccn3)c(=O)c2c(C)n1Cc1ccccc1	10.8%[76.3 µM]	.
Cn1c(CCn2ccccc2=O)nc2cc(NC(=O)COc3ccccc3)ccc21	-12.0%[76.3 µM]	.
C=CCOc1cccc(/C=C\c2nc(O)c([N+](=O)[O-])c(=O)[nH]2)c1	7.4%	.
Cc1ccc([C@@H]2[C@@H]3C(=O)N(C)C(=O)[C@@H]3[C@]3(C)C(=O)N(Cc4ccccn4)CC(=O)N23)o1	8.9%[76.3 µM]	.
Cc1ccc(S(=O)(=O)N2CCC(N3CCN(C)CC3)CC2)cc1Cl	11.7%[76.3 µM]	.
COc1cccc(-c2nnn(CC(=O)N3CCC(C)CC3)n2)c1	6.0%[76.3 µM]	.
COc1cccc(C(=O)CN2C(=O)C(C)(C)Oc3ccc(C(=O)N4CCOCC4)cc32)c1	6.2%	.
CCOc1ccc(/C=C/c2nc(C#N)c(N3CCN(c4ccc(OC)cc4)CC3)o2)cc1	-2.2%[76.3 µM]	.
COc1cccc2[nH]c(=O)c(-c3ccccc3)cc12	3.1%	.
O=C(CCS(=O)(=O)c1cc(Br)cc2c1N(C(=O)C1CC1)CC2)N1CCN(c2cccc(C(F)(F)F)c2)CC1	?	.
O=C(CCOc1ccccc1)Nc1ccnn1C1CCN(Cc2ccccc2)CC1	-5.9%[76.3 µM]	.
COc1cc2nc(NC(=O)c3ccc(Cl)cc3)sc(=O)c2cc1OC	3.7%	.
CN(CC(=O)N1CCCCCC1)S(=O)(=O)c1ccc(Br)cc1	6.7%[76.3 µM]	.
O=C(Oc1ccc(C(=S)N2CCOCC2)cc1)c1cccc(Cl)c1	-6.2%[76.3 µM]	.
O=C1CN(C(=O)Nc2ccccc2Cl)C(c2ccccc2)c2c(sc3c2CCCC3)N1 (stereo not given)	-4.5%[76.3 µM]	.
COc1ccccc1N1CCN(Cc2cnc3ccc(Cl)cn23)CC1	7.1%	.
COc1ccc(OC)c(N(CC(=O)NCCSCc2ccc(C)cc2)S(C)(=O)=O)c1	13.6%[76.3 µM]	.
CCOC(=O)c1ccccc1NC(=O)COC(=O)CN1C(=O)C2CC=CCC2C1=O (stereo not given)	6.2%[76.3 µM]	.
Cc1cc(C(=O)Nc2ccc(Cl)cc2)on1	3.4%	.
O=C(/C=C/c1ccco1)Nc1ccc(Cl)c(-c2nc3cc(Cl)ccc3o2)c1	-5.7%[76.3 µM]	.
CC(=O)c1ccc(NC(=O)Cn2nc(C(F)(F)F)c3c2CCC3)cc1	-5.2%[76.3 µM]	.
COc1ccc(/C(O)=C/C(=O)C(=O)NNC(=O)c2ccccc2)cc1	?	.
FC(F)(F)c1ccnc(NCc2ccc(Cl)cc2)n1	1.0%	.
COc1ccc(NC(=O)NNS(=O)(=O)c2ccc(Br)cc2)cc1	-2.9%[76.3 µM]	.
Cc1cc(C)c(O)c(NC(=S)NC(=O)Cc2ccccc2)c1	?	.
COc1cccc(-c2nc(SCC(=O)NCC3CCCO3)c(-c3ccc(F)cc3)[nH]2)c1 (stereo not given)	-3.3%[76.3 µM]	.
CCc1ccc(C(=O)CC2(O)C(=O)N(CCc3ccccc3)c3ccc(Br)cc32)cc1 (stereo not given)	-5.4%[76.3 µM]	.
CCOC(=O)c1ccc(NC(=O)c2ccc[n+]([O-])c2)cc1	-3.8%[76.3 µM]	.
CC(=O)c1ccc(N2CCN(C(=O)NCc3noc4ccc(C)cc34)CC2)cc1	13.1%[76.3 µM]	.
O=C(OCCOCCN=C1NS(=O)(=O)c2ccccc21)c1ccc(F)cc1	-0.1%	.
Cc1cccc(NC(=O)c2cccc(N3C(=O)C4CCC(C)CC4C3=O)c2)c1C (stereo not given)	-9.1%[76.3 µM]	.
Cc1ccc(CNC(=O)C2CCC(=O)N(Cc3ccc(Cl)cc3)C2)cc1F (stereo not given)	-2.0%[76.3 µM]	.
O=S(=O)(/C=C/c1ccccc1)N1CCc2ccccc2C1	-2.0%	.

18 entries out of the list, arranged by heavy-atom count, falling:
SMILES	GAA glycogen mod	Lamin A splicing
COc1ccccc1CNC(=O)CCC1N=C2c3ccccc3N=C(SCc3ccc(C)cc3)N2C1=O (stereo not given)	.	?
CC(C)(C)c1ccc2c(c1)N(CC(=O)NCCCN1CCN(c3ccccc3F)CC1)C(=O)CO2	.	?
Cc1ccc(-n2ncc(C(=O)NCCN3CCc4ccccc4C3)c2C2CCNCC2)cc1C	.	10.6%[46 µM]
COc1cc(-c2noc(CSc3nc(-c4ccc(F)cc4)cc(=O)[nH]3)n2)cc(OC)c1OC	.	1.9%[46 µM]
COc1ccc(CC(=O)NCc2nc3cccnc3n2Cc2ccc(C)cc2)cc1OC	.	-3.3%[46 µM]
CCCN(CCC)CCCNC(=O)C1CCN(c2nc3ccc(CC)cc3s2)CC1	3.3%[76.3 µM]	.
Cc1cccc(NC(=O)c2cccc(N3C(=O)C4CCC(C)CC4C3=O)c2)c1C (stereo not given)	-9.1%[76.3 µM]	.
CC1=Nc2cc(C(=O)NC3CCC(C)CC3)ccc2Sc2c(C)ccc(C)c21 (stereo not given)	3.9%[76.3 µM]	.
CCOC(=O)CC(=O)CSc1nc2ccsc2c(=O)n1Cc1ccccc1	.	?
O=C(Nc1cccc(F)c1)c1cccc2c1C(=O)N(C1CCCCC1)C2	0.4%&0.3%[76.3 µM]	.
COc1cc2nc(NC(=O)c3ccc(Cl)cc3)sc(=O)c2cc1OC	3.7%	.
CCC(=O)Nc1ccc2c(c1)nc(CCN1CCCCC1)n2C	5.3%	.
Cc1cc(C)c(O)c(NC(=S)NC(=O)Cc2ccccc2)c1	?	.
CCOC(=O)c1ccc(NC(=O)c2ccc[n+]([O-])c2)cc1	-3.8%[76.3 µM]	.
CC1CCCCN1C(=O)c1cc2ccccc2cc1O (stereo not given)	1.5%[76.3 µM]	.
O=C(CSCc1ccccc1)Nc1ccccc1	-2.7%	.
O=C(NCc1ccc(F)cc1)c1cnccn1	-4.3%[76.3 µM]	.
Cc1cc(C(=O)Nc2ccc(Cl)cc2)on1	3.4%	.

Some of the compounds tested, so the mix of outcomes need not match the whole.
